Bioassay records as filed in PubChem BioAssay.
RGS4 inhibitor: inhibitors of human regulator of G protein signaling 4 | P49798 | Transcreener GDP fluorescence polarization, RGS4-accelerated GTP hydrolysis | Potency, µM (doses to about 114 µM), for the others: at the top dose activity change, negative = inhibition, most hits filed as inhibitors | actives 0.039% (n = 390,000); note: potency is the fitted concentration of half-maximal effect; % is set by controls: 0 for no effect and ±100 for the full control effect; nearly all actives have a fitted effect of over 75% in size; some results filed as inactive show a strong effect at the top dose
Target sequence (P49798 whole entry, looked up): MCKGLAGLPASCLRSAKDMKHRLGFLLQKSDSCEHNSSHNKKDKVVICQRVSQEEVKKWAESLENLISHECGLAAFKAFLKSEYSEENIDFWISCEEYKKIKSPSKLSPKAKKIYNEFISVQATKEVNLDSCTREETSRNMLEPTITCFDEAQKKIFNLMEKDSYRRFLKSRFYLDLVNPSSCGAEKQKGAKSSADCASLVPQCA
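MLSMR compounds (23 nl, pin-transferred) preincubated 10 min at room temperature with a 500nM (2x) first reagent, then RGS4 at 900nM (2x) plus Transcreener GDP mix added; fluorescence polarization (620/688 nm) read before and after 90 min at 30 °C.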
APE1 inh: APE1 (human) endonuclease inhibition | recombinant APE1, TAMRA/BHQ-2 abasic DNA cleavage fluorescence | Potency, µM (titrated, usually from 65.8 µM), for inactives: at the highest dose activity change, negative = inhibition, usual class: inhibitors | P27695 | actives 0.35% (n = 350,000);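 note: potency is the fitted concentration of half-maximal effect; plate controls were vehicle for no effect and reference inhibitor for full effect; nearly all actives have a fitted effect of over 55% in size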
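Incision of a quenched TAMRA/BHQ-2 THF abasic-site duplex (50 nM) by 0.75 nM APE1, after 15 min compound preincubation, measured as fluorescence increase over three 60 s reads. Values normalized to buffer, DMSO and NSC13755 control wells.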
ERG Ets-DNA blk: inhibitors of human ERG Ets domain-DNA interaction; Potency, µM (doses to about 76.9 µM), for the others: at the top dose FP activity, negative = inhibition, usual class: inhibitors; fluorescence polarization, His-ERG Ets domain / labelled DNA; AID 624246; actives 0.028% (n = 370,000); P11308; active = well fitted inhibition curve with a large enough effect in the polarisation, with a control signal flat; inconclusive = small, poorly fitted or top-dose-only effect, or effect the other way, or a change in a side signal; inactive = no such curve, though single readings can be large or run the other way; the % refers to the polarisation;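 note: polarization taken with two DNA probes labelled with fluorescein and Texas red; potency is the fitted concentration of half-maximal effect; % of control where 0% means no effect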
Target sequence (P11308 whole entry, looked up, the tested form may be a part): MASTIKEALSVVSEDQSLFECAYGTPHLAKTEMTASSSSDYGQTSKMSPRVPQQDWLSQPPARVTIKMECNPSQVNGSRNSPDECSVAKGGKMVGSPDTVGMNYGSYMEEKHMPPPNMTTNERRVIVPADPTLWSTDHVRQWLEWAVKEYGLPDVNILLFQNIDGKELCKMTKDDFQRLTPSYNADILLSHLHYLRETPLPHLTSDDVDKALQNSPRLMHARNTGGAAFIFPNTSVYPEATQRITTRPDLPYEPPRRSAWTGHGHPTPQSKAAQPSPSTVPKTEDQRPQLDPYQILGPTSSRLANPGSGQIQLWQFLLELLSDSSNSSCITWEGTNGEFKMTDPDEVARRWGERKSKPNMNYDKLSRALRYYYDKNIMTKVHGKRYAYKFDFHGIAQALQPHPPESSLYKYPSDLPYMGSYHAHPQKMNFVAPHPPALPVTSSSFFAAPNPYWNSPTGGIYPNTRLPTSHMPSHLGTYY
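His-tagged ERG Ets domain (1 uM in the protein solution; 300mM KCl, 50mM Tris-HCl, 1mM EDTA, 1mM DTT, pH 7.5) received compound, then a probe mix of 5 nM fluorescein-DNA and 100nM Texas-615-DNA. Fluorescence polarization was read for both dyes.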
Anesthetic bind: candidate novel general anesthetic via apoferritin binding. P02791. apoferritin/1-aminoanthracene competitive binding, fluorescence. Potency, µM (top dose mostly 77.5 µM), inactives show at the highest dose activity change, negative = displacement, most hits filed as inhibitors. actives 0.074% (n = 350,000); note: potency is the fitted concentration of half-maximal effect; % is set by controls: 0 for no effect and ±100 for the full control effect; nearly all actives have a fitted effect of over 20% in size
Target sequence (P02791 2-175 limits assumed): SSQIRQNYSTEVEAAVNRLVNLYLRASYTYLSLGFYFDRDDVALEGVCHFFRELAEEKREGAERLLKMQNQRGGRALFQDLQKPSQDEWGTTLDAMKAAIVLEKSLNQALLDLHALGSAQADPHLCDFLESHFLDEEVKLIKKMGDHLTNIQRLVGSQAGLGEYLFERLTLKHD
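Probe: 1-aminoanthracene (50% saturated, PBS). Protein: horse-spleen apoferritin, 10 uM. Incubation: 10 min, room temperature. Detection: 380 nm excitation, 535 nm emission. Analysis: normalized response, four-parameter Hill.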
POLH inh: DNA polymerase eta (human) inhibition; Potency, µM (highest dose often 114 µM), without a hit: top-dose activity change, negative = inhibition, hits mostly inhibitors; recombinant Pol eta, fluorescent DNA replication assay; actives 1.2% (n = 390,000); AID 588591; Q9Y253; note: potency is the fitted concentration of half-maximal effect; % is set by controls: 0 for no effect and ±100 for the full control effect
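Fluorescent replication assay: 50 nM final substrate added after a 15 min room-temperature compound preincubation with 10 nM enzyme. Signal taken at 0 min and again at 10 min.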
POLK inh: inhibitors of human DNA polymerase kappa; actives 0.53% (n = 400,000); Q9UBT6; Potency, µM (doses to about 107 µM), for the others: top-dose activity, negative = inhibition, hits mostly inhibitors; purified Pol kappa, fluorescent DNA synthesis assay, 10 min; note: potency is the fitted concentration of half-maximal effect; % is set by controls: 0 for no effect and ±100 for the full control effect
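First, compounds were pin-transferred onto 10 nM Pol kappa. After 15 min at room temperature, substrate was added to 50 nM final. Fluorescence was then measured kinetically at 0 and 10 min.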
POLB inh: inhibitors of human DNA polymerase beta; Pol beta primer extension/strand displacement, fluorescence kinetic; AID 485314; actives 1.3% (n = 340,000); Potency, µM (titrated, usually from 114 µM), without a hit: at the top dose activity change, negative = inhibition, usual class: inhibitors; P06746; note: potency is the fitted concentration of half-maximal effect; % is set by controls: 0 for no effect and ±100 for the full control effect
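Values derive from four-parameter Hill fits of normalized kinetic data: reads at 0 and 10 min following addition of 50 nM substrate to 10 nM Pol beta preincubated 15 min with compound.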
ALOX12 inh: inhibitors of human 12S-lipoxygenase ALOX12 | AID 1671190 | actives 1.1% (n = 580,000) | purified 12hLO, xylenol orange hydroperoxide absorbance | Potency, µM (highest dose often 108 µM), for the others: at the top dose activity change, negative = inhibition, actives largely listed as inhibitors | P18054; note: potency is the fitted concentration of half-maximal effect; % is set by controls: 0 for no effect and ±100 for the full control effect
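Hydroperoxide product was detected by ferrous iron/xylenol orange as the 573 to 405 nm absorbance ratio. Arachidonic acid at 40 uM (final) was turned over for 30 min at room temperature by 150 nM human 12hLO, pH 7.0 Hepes buffer, after 15 min compound preincubation.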
LDHA block: inhibitors of human lactate dehydrogenase A | P00338 | purified LDHA, NADH/diaphorase-resazurin fluorescence; active compounds read low | activity change, % (values are at about 110 or 230 µM) | actives 0.15% (n = 480,000); in the data active = activity change below about -30%; inconclusive = mostly about -25% to -30%;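 note: plate controls were DMSO wells for no effect and wells without enzyme for full effect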
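Resorufin fluorescence (ex540/em590), read at 0 and 20 min after diaphorase/resazurin addition, reports the NADH left after a 5 min room-temperature reaction of 2 nM human LDH5 with 0.06 mM NADH and 0.2 mM pyruvate.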
* = called active by the depositor; i = inactive; ? = inconclusive; / = no result given; & = joins results of further samples; [ ] = another dose, or the depositor's remark. Unless noted, calls come from the whole dose curve; as a rule, active = well fitted curve in the direction sought with a large enough effect; inconclusive = small, poorly fitted or top-dose-only effect, or another doubt; inactive = no such curve, though single readings can be large; an effect the other way counts as inactive or inconclusive.

Fields: ALOX12 inh | POLB inh | POLK inh | POLH inh | ERG Ets-DNA blk | LDHA block | Anesthetic bind | RGS4 inhibitor | APE1 inh
- O=C(CCCN=C1NS(=O)(=O)c2ccccc21)OCC(=O)c1ccc(Br)cc1
    -28.0% | 14.4% | 3.3% | -10.6% | 14.5% | 3.7 | ? | -23.9% | 10.2%
- CCOc1cccc(N(C(=O)C2COc3ccccc3O2)C(C(=O)NC2CCCCC2)c2ccc(O)cc2)c1 (centres undefined)
    -15.0% | 30.4% | 2.7% | -16.0% | -0.1% | -0.5 | 5.7% | -0.8% | 18.8%
- O=C(c1ccc2ncsc2c1)N1CCCC(C(F)(F)F)C1 (centres undefined)
    6.3% | / | -5.6% | -12.9% | 4.3% | -5.3 | / | -2.3% | 47.8%
- COc1ccc(-c2nn(C)c(=O)c3ccccc23)cc1NC(=O)COc1ccccc1
    1.8%&0.0% | 13.8% | -17.3% | -15.4% | -1.2% | -2.7&-3.2 | -19.0% | -13.3% | -0.6%
- CCOC(=O)c1[nH]cnc1C(=O)Nc1ccc(C)cc1
    204.2%[activator] | 19.2% | -5.0% | -17.4% | 1.7% | -3.5 | -2.5% | -8.9% | 0.1%
- c1nnc2c3c4c(sc3ncn12)CCC4
    -5.1% | 8.4% | -2.2% | -5.6% | 14.3% | 8.6 | ? | -39.0% | 0.2%
- COc1ccc(C)cc1NC(=O)C(OC(=O)c1ccc([N+](=O)[O-])o1)c1ccccc1 (centres undefined)
    -16.4% | -4.2% | 2.2% | -9.1% | 13.1% | 2.6 | -12.9% | -3.7%[11.4 µM] | -3.5%
- Cc1ccc(OCCC(=O)OCC(=O)N2CC(=O)Nc3ccccc32)cc1
    202.6%[activator] | / | -14.0% | -2.6% | 17.6% | -0.6 | / | 6.6% | -3.6%
- COC(=O)CN1C(C(=O)c2ccccc2)=C(OC(=O)c2ccc(C)cc2)c2ccccc2S1(=O)=O
    -21.2% | -16.1% | -5.2% | / | 1.1% | 3.5 | -13.8% | -1.8% | /
- O=C(CN1CCc2ccccc2C1)Nc1ccc(Br)cc1
    -5.7% | 11.9% | -14.3% | -14.5% | -1.1% | 0.0 | -15.5% | 19.4% | 0.3%
- COc1ccccc1C(=O)Nc1ccnn1C1CCN(CCC(C)c2ccc(C)o2)CC1 (centres undefined)
    i | 4.1% | 1.7% | 6.2% | -3.7% | 0.5 | -14.7% | 8.6% | 49.0%
- COc1cc(C2c3c(oc4ccccc4c3=O)C(=O)N2Cc2ccco2)ccc1O (centres undefined)
    10.1% | 8.4% | -7.3% | 11.6% | -18.1% | -1.8 | -10.1% | -13.7% | 0.8%
- CCOc1ccc(NC(=O)c2ccccc2NC(=O)CNC2CCCC(C)C2C)cc1 (centres undefined)
    0.0% | / | -15.3% | -9.5% | 9.7% | -9.7 | / | -9.6% | 26.1%
- O=C(Nc1cccc(C(F)(F)F)c1)C1CCN(S(=O)(=O)c2cnc[nH]2)CC1
    -17.4% | 4.9% | -4.8% | -16.6% | -22.0% | -5.8 | -1.7% | -14.8% | 23.6%
- CCOc1ccc(/C=C/C(=O)NCc2ccccc2)cc1
    6.2% | -3.4% | -7.2% | -12.7% | -9.1% | -4.5 | -9.1% | -18.4% | -1.4%
- CCCC(=O)NC(NC(=S)Nc1ccc(N=Nc2ccccc2)cc1)C(Cl)(Cl)Cl (centres undefined)
    -18.0% | 11.2% | -4.6% | -11.3% | -6.7% | -11.4 | 6.5% | 4.4% | -8.4%
- CN1C(=O)c2ccccc2Sc2ccc(NC(=O)COc3ccc(Cl)cc3)cc21
    -29.1% | 1.6% | -13.4%[60.1 µM] | -15.6% | 1.1% | -1.1 | -11.5% | -7.6% | /
- CCN1C=C(C(=O)OC)C(c2cccc(C)c2)C(C(=O)OC)=C1
    -22.9% | 20.4% | 2.0% | -12.2% | -1.1% | 2.5 | 366.2%[activator] | -29.5% | 0.5%
- CCOc1ccc(C(=O)NCCc2ccc3c(c2)OCCO3)cc1
    5.4% | 17.2% | -5.3% | -18.5% | -11.0% | -3.9 | -4.5% | ? | 8.1%
- O=C(CSc1ccccc1C(=O)O)NCc1ccc(Cl)cc1
    -4.6% | -9.4% | -5.5% | -8.7% | -9.4% | -9.9 | 4.4% | 32.0% | 7.8%
- Cc1ccc(OCC(=O)OCc2cc(=O)n3nc(-c4cccs4)sc3n2)cc1C
    -4.2% | ? | -38.2% | -19.3% | -1.4% | 1.7 | -2.9% | -29.3% | /
- O=C(NNc1c2ccccc2nc2ccccc12)c1ccc(O)cc1
    -16.6% | 79.4µM* | -9.6%[60.1 µM] | -5.6% | -3.6% | -4.9 | -13.8% | 4.4%[11.4 µM] | 0.1%
- CCOC(=O)C1=C(N)N(c2ccccc2)C(=O)C1
    18.6% | 16.8% | -6.0% | -7.7% | -2.1% | -1.1 | -14.2% | -45.1%[11.4 µM] | 1.3%
- CCOc1ccc(C2=C(C(C)=O)Sc3nnc(C)n3N2C(C)=O)cc1
    -19.7% | 0.3% | -6.7% | -8.8% | -2.8% | -10.0 | -13.6% | -5.2% | /
- COc1ccc(CNC(=O)C2CC(O)CN2C(=O)Nc2ccccc2)cc1 (centres undefined)
    15.7% | 18.5% | -12.5% | 1.5% | 12.6% | -2.7 | -9.2% | 21.8% | 8.3%
- NC1=NC(c2cccc(O)c2)n2c(nc3ccccc32)N1 (centres undefined)
    15.5% | 1.6% | -0.9% | -13.2% | / | 3.9 | -8.7% | 8.1% | -3.0%
- COc1ccc(/C=N/NC(=O)c2ccc(NC(C)=O)cc2)cc1COc1ccc(F)cc1F
    0.0% | 35.5µM* | -55.0% | ? | 8.5% | -14.1 | -23.4% | -53.7% | -3.0%
- Cc1ccc(C(=O)O[C@H](C(=O)O)[C@H](OC(=O)c2ccc(C)cc2)C(=O)O)cc1
    -7.3% | 2.1% | -7.4% | -14.4% | 3.6% | -6.7 | -9.9% | -14.5%[56.9 µM] | 22.5%
- C=CCONC(=O)Cc1ccccc1
    ? | / | -10.5% | -7.6% | 3.0% | -3.6 | / | -12.6% | -9.2%
- CN(C)C(=O)Nc1ccccc1
    0.0% | -1.0% | 17.1%[60.1 µM] | -18.8% | 9.5% | -4.4 | -4.1%&0.3% | 3.9% | -1.8%&-4.7%
- COc1cc(CCC(=O)Nc2ccc(S(=O)(=O)N3CCOCC3)cc2)cc(OC)c1OC
    14.5% | / | 8.8% | -6.8% | -2.9% | 2.7 | / | -11.8% | 19.5%
- CCOC(=O)N1CCN(S(=O)(=O)c2ccc3c(c2)OCC(=O)N3)CC1
    19.0% | 2.7% | -3.0% | 1.0% | -3.1% | -7.7 | -11.8% | 3.3% | -6.3%
- CN1CCN(c2oc(COc3ccc(-c4ccccc4)cc3)nc2C#N)CC1
    -2.0% | -10.3% | -10.7% | 1.9% | / | -5.6 | -9.4% | 7.7% | -0.7%
- Nc1c(-c2nc(-c3ccccc3Cl)no2)nnn1-c1ccccc1F
    -0.2% | 1.9% | -2.4% | -14.7% | 2.8% | -12.3 | 2.1% | 14.6% | /
- COc1ccc(Br)cc1C(=O)Nc1ccc(N2CCCC2)cc1
    0.0% | 6.6% | -2.0% | -3.3% | -4.7% | -3.0 | -1.7% | -11.0% | -5.6%
- O=C(N/N=C1\CC(c2ccccc2)Oc2ccccc21)c1cccnc1 (centres undefined)
    3.5% | 10.3% | -14.5% | -6.4% | -7.0% | -0.9 | -17.5% | -35.1% | -8.7%
- Cc1ccc(Oc2ccc(NC(=O)C3=CC=CN4CCS(=O)(=O)N=C34)cc2)cc1
    176.6%[activator] | / | 11.7% | -10.2% | -6.0% | 1.9 | / | 8.7% | 13.5%
- N=C1C=CC=C2C1=NC1(CCCCC1)N2O
    -16.5% | 7.0% | -1.7% | -4.8% | / | 23.1 | -14.5% | -17.4% | -3.9%
- O=C(NCCc1ccc(Cl)cc1)C1CCCN(S(=O)(=O)c2cnc[nH]2)C1 (centres undefined)
    1.0% | 18.7% | -16.7% | -4.5% | -12.8% | -5.4 | -3.0% | -16.6% | 4.5%
- CCCCn1cnc2cc(NCc3cccc(OC)c3O)ccc21
    ? | 11.8% | -5.3% | 0.5% | -7.2% | 12.0 | -22.6% | -23.4% | -0.2%
- Cc1c(NC(=O)c2ccco2)c(=O)n(-c2ccccc2)n1C
    0.0% | 23.4% | -2.9% | 1.6% | -8.8% | 1.9 | -11.7% | -15.3% | 15.3%
- COc1ccccc1NC(=O)NCc1ccc(C)n1C
    21.3% | -7.7% | 3.1% | -9.0% | 0.2% | -1.1 | -16.6% | -3.8% | 7.2%
- O=C(Cc1ccc(F)cc1)OCC(=O)c1cc2ccccc2o1
    -1.6% | -0.2% | 1.0% | 3.4% | -18.6% | -3.2 | ? | -1.4% | 11.0%
- CC(=O)N1CCN(CC(=O)Nc2cc([N+](=O)[O-])ccc2Cl)CC1
    -12.5% | -1.4% | -8.0% | -15.1% | 6.4% | -3.2 | -5.1% | -31.4% | ?
- COCCCN(C(=O)CSCC(=O)Nc1cccc(C)c1)c1c(N)n(Cc2ccccc2)c(=O)[nH]c1=O
    -10.9% | / | 0.0% | -0.6% | 2.6% | -4.9 | / | -13.2% | 11.8%
- CCOc1ccc(N(CC(=O)NC(C)(C)C)C(=O)c2ccco2)cc1
    0.0% | 21.8% | -6.2% | -17.1% | -5.6% | -3.5 | ? | -29.1% | -0.5%

The list is partial. The share of hits here may be higher or lower than overall.
